Bioassay records as filed in PubChem BioAssay.
FEN1 inhibitor = qHTS Assay for the Inhibitors of Human Flap endonuclease 1 (FEN1); Recombinant FEN1 flap cleavage, fluorescence, 15 min; P39748; actives 0.35% (n = 390,000); AID 588795, 2011; Potency, µM (titrated, usually from 114 µM), for the others: top-dose activity change, negative = inhibition, hits mostly inhibitors; note: nearly all actives have a fitted effect of over 65% in size
Target sequence (P39748 whole entry, looked up): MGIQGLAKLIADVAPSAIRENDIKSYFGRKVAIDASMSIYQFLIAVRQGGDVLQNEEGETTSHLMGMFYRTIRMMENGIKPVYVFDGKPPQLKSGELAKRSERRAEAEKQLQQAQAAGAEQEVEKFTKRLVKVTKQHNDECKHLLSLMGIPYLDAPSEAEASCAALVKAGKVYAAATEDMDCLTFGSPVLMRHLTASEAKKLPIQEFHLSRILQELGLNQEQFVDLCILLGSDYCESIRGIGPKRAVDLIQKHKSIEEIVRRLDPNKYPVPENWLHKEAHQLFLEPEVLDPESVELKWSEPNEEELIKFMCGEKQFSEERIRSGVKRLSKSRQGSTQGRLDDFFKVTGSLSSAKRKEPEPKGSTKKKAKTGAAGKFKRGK
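Steps: FEN1 (10 nM) dispensed; compound added by pin tool; 15 min at room temperature; substrate added to 50 nM final; reads at 0 min and 15 min; data normalized and fitted (four-parameter Hill).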
N370S GC = qHTS Assay for Inhibitors and Activators of N370S glucocerebrosidase as a Potential Chaperone Treatment of Gaucher Disease | Lysosomal acid glucosylceramidase (Homo sapiens), P04062 | N370S GC spleen homogenate, 4MU-glucoside fluorescence | Potency, µM (titrated, usually from 59.4 µM), without a hit: at the highest dose activity change, negative = inhibition, most hits filed as inhibitors | actives 0.092% (n = 330,000) | AID 2101, 2009;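 note: 0% = full enzyme activity and -100% = no enzyme basal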
TDP1 inh = qHTS Assay for Inhibitors of Tyrosyl-DNA Phosphodiesterase (TDP1); Potency, µM (doses to about 130 µM), without a hit: top-dose activity change, negative = inhibition, hits mostly inhibitors; actives 0.28% (n = 350,000); Tyrosyl-DNA phosphodiesterase 1 (Homo sapiens), Q9NUW8; recombinant TDP1, AlphaScreen DNA substrate cleavage; note: nearly all actives have a fitted effect of over 40% in size
Target sequence (Q9NUW8 whole entry, looked up): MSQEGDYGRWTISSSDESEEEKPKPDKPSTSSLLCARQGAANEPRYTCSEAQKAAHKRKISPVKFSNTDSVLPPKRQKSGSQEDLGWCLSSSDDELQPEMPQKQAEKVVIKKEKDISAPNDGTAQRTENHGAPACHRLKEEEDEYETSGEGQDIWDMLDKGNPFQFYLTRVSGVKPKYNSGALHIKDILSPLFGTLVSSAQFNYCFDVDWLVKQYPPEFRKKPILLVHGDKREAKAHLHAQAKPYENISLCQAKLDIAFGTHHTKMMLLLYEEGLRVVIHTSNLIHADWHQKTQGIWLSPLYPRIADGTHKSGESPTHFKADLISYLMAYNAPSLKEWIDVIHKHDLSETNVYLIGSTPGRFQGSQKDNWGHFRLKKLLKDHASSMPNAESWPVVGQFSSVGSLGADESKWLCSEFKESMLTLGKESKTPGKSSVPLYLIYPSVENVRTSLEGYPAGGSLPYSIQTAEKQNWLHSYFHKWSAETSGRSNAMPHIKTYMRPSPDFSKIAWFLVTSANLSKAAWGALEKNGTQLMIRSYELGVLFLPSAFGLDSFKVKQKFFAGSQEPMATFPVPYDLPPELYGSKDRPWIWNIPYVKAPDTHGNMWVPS
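Signal: AlphaScreen proximity between streptavidin donor and anti-FITC acceptor beads on intact substrate. Reaction: Tdp1 1 nM, substrate 15 nM final, 5 min RT after 15 min compound preincubation.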
Active calls of the source: *; ? = inconclusive; . = no result given; & = joins results of further samples; [ ] = another dose, or the depositor's remark. Calls come from the whole dose curve; as a rule, active = well fitted curve in the direction sought with a large enough effect; inconclusive = small, poorly fitted or top-dose-only effect, or another doubt; inactive = no such curve, though single readings can be large; an effect the other way counts as inactive or inconclusive. Unless noted, % is set by controls: 0 for no effect and ±100 for the full control effect; potency is the fitted concentration of half-maximal effect. The order is random; 0.57% or so of the library scored in one or more.

Molecule,TDP1 inh,FEN1 inhibitor,N370S GC
Cc1nnc(NC(=O)CSc2nnc(-c3ccco3)n2C(C)C)s1,1.3%,4.3%,-5.4%
Cc1ccc(S(=O)(=O)Nc2ccccc2F)cc1C(=O)OC(C)C(=O)N1CCOCC1 (configuration not stated),.,-4.1%,-7.3%
CCCc1n(CC(O)COCC2CC=CCC2)c2ccccc2[n+]1C (configuration not stated),3.6%,0.0%,21.6%
CCOC(=O)/C=C1\CN(Cc2cc(OC)c(OC)c(OC)c2)S(=O)(=O)c2ccc(C(F)(F)F)cc21,.,?,-7.8%
Cc1ccc(-c2nnc(CCC(=O)NCC3C4CC5CC(C4)CC3C5)o2)s1 (configuration not stated),6.1%,-7.7%,22.7%
CCOC(=O)c1c(C)[nH]c(C)c1S(=O)(=O)N1CCC(C(=O)NCc2ccccc2)CC1,2.6%,1.6%,.
O=C(Cn1cnc2cc([N+](=O)[O-])ccc2c1=O)NCCc1ccc(F)cc1,0.0%,-18.8%,-1.0%
Cc1ccc(C)c(NC(=O)CN(C)C(=O)COc2ncnc3sccc23)c1,-3.4%,-2.2%,0.0%
COc1ccc2cc(S(=O)(=O)n3cnc(C)c3)ccc2c1,5.1%,-5.6%,16.1%
COc1ccc(CCNC(=O)c2ccc(Cn3c(SCc4ccccc4)nc4cccnc43)cc2)cc1,4.9%,-1.1%,.
COC(=O)c1nn(-c2ccccc2)c(Cl)c1/C=N/O,8.1%,6.5%,3.2%
CCCCc1nc2ccccc2c(=O)n1NC(=O)c1c(O)c2cccc3c2n(c1=O)CCC3,5.3%,.,-4.1%
COc1ccc(/C=N/NC(=O)c2ccc3c(c2)NC(=O)C(C)(C)O3)cc1OC,0.2%,-6.0%,-2.9%
CCOP(=O)(OCC)/C(=N/OC(=O)c1ccc(OC)cc1)C(N)=O,2.7%,-20.8%,-0.2%
COc1cc(/C=N/NC(=O)c2nc3ccccn3c2C)cc(OC)c1O,2.5%,-3.1%,2.7%
CSCCC(NC(=O)c1cccc(C)c1)C(=O)O (configuration not stated),0.0%,18.2%,2.9%
Cc1cccc2c1N(CCOc1ccccc1Cl)C(=O)C2=O,-5.3%,8.1%,6.3%
CC(=O)Nc1cc(C(=O)OC(C(=O)c2ccccc2)c2ccccc2)ccc1C (configuration not stated),5.9%,-11.1%,-4.5%
Cc1ccc(N(CC(=O)N/N=C/c2ccc(OC3CSC3)cc2)S(=O)(=O)c2ccccc2)c(C)c1,5.3%,-8.7%,-11.0%
CNC(=O)COC(=O)c1ccc([N+](=O)[O-])cc1Cl,.,1.3%,9.5%
COc1cc(C(=O)NCC(=O)OC(C)C(=O)Nc2ncc(Cl)cc2Cl)cc(OC)c1OC (configuration not stated),8.0%,-8.0%,3.3%
O=C(O)c1ccc(N/N=C/c2c(F)cccc2Cl)cc1,.,-5.6%,-13.3%
Cc1ccc(S(=O)(=O)Nc2c3ccccc3nc(=O)n2-c2ccccc2)cc1,-1.9%,-3.5%,?
O=C(NCC(c1cccnc1)N1CCOCC1)c1ccc2c(c1)OCO2 (configuration not stated),-2.5%,-5.1%,7.9%
Cc1ccccc1Nc1nc(N)nc(CSc2nnc(-c3ccccc3)n2C)n1,7.3%,5.9%,?
C=C(C)c1cccc(C(C)(C)NC(=O)N(C)C2CCN(C)CC2)c1,0.0%,6.3%,4.8%
O=C(NCc1ccccc1)Nc1cccn(Cc2cccc(F)c2)c1=O,2.6%,5.3%,2.5%
Cc1ccc(CNC(=O)c2ccc3c(c2)c(C)c(C)n3Cc2ccc(Cl)cc2)o1,7.9%,-6.0%,.
COc1ccc(CCNC(=O)CCS(=O)(=O)c2cc3c(cc2Cl)NC(=O)CO3)cc1OC,-5.2%,-3.6%,.
O=C(NC(=S)NCc1ccccc1)c1ccccc1[N+](=O)[O-],4.8%,-21.7%,-2.9%
Cc1cccn2c(=O)c3cc(C(=O)NCc4cccnc4)c(=N)n(CC4CCCO4)c3nc12 (configuration not stated),.,-4.9%,23.2%
COc1cc2[nH]c(C(=O)N3CCN(c4ccccc4F)CC3)cc2c(OC)c1OC,.,6.9%,1.4%
CC(=O)N1CCc2cc3nc(C)cc(C)c3cc21,-4.0%,3.2%,11.5%
CC(NC(=O)c1cc(Br)cs1)C1CCCO1 (configuration not stated),.,-0.8%,-2.9%
O=C(Cc1ccccc1)Nc1cccc(C(=O)O)c1O,5.7%,0.8%,7.2%
COc1ccc(NC(=O)Cn2c(SCc3ccc(C)cc3)nc3cccnc32)cc1OC,8.7%,13.4%,.
CCN1CCN(CCNC(=O)c2ccc(/C=C3/Sc4ccccc4N(Cc4ccccc4C)C3=O)cc2)CC1,5.7%,-34.5%,-29.9%
CCOC(=O)N1CCN(C(=O)c2c(O)c3cccc4c3n(c2=O)CC4)CC1,2.1%,-1.2%,1.5%
CNC(=O)CSc1nnc(-c2ccncc2)n1Cc1ccccc1,2.1%,-6.1%,-5.3%
CCOc1ccc2nc(SCC3CC3(Cl)Cl)[nH]c2c1 (configuration not stated),4.8%,1.5%,8.3%
O=C(Nc1ccc(Cl)cc1F)c1ccccc1Br,4.5%,-5.2%,23.7%
CCn1c(=O)c(C(=O)CN2CCc3ccccc32)c(N)n(Cc2ccccc2)c1=O,3.2%,10.9%,-9.3%
CC(=O)NC(CC(=O)OCC(=O)c1ccc(NC(=O)CC(C)C)cc1)c1ccccc1 (configuration not stated),44.7µM*,2.0%,.
CSc1ccc(Nc2nn(-c3ccc(OC(F)(F)F)cc3)nc2C(C)=O)cc1,7.0%,-1.6%,.
CC1CCc2c(nc3ncnn3c2Nc2ccc(OC(F)(F)F)cc2)C1 (configuration not stated),-2.4%,-4.9%,-5.1%
COc1ccccc1CN1CCN(Cc2nc(Cc3ccccc3)no2)CC1,3.5%,-2.1%,-9.7%
COc1ccccc1[C@@H]1C(c2cccc(C)c2)=NN(c2ccccc2)[C@H]1C(=O)N1CCOC1=O,-2.0%&5.5%,-15.2%,?
CCOC(=O)c1sc(NC(=O)c2ccco2)nc1C,0.0%,-2.7%,-1.0%
COC(=O)C1=C(CS(=O)(=O)c2ccc(OC)c(OC)c2)NC(=O)NC1c1ccc(O)c(OC)c1 (configuration not stated),4.0%,19.3%,-5.2%
Cc1nc2cc(C(=O)OCC(=O)NC(C)C(C)C)ccc2n1-c1ccccc1 (configuration not stated),0.0%,-1.9%,12.2%
CSCCC(=O)N(C)CC1CCN(CCc2cccc(C(F)(F)F)c2)CC1,.,-0.3%,-3.8%
Cc1cc(F)c(F)c(C(=O)N2CCCCC2C)c1Cl (configuration not stated),0.0%,3.7%,11.9%
CCOC(=O)N1CCN(C(=O)C(CC)c2ccccc2)CC1 (configuration not stated),-5.1%,-19.2%,11.1%
CCN(CC)CCn1c(/N=C/c2cc(Br)ccc2O)nc2ccccc21,2.4%,-5.6%,-2.5%
N#C/C(=C1/CCCCCN1)c1nc2ccccc2[nH]1,12.2%,-7.4%,22.7%
CC1=C(/C=N/Nc2ccc([N+](=O)[O-])cc2[N+](=O)[O-])C(C)(C)CCC1,8.2%,1.2%,-5.0%
Cc1cc(SCc2ccc(Cl)c(Cl)c2)nc(=O)[nH]1,1.1%,-4.4%,-2.7%
CCN(Cc1ccccc1)C(=O)c1cc(S(=O)(=O)N2CCOCC2)ccc1N1CCCC1,-3.4%,-4.4%,-14.6%
Nc1ncnc2c1ncn2[C@H]1O[C@@H](CSCC[C@@H](N)C(=O)O)[C@H](O)[C@@H]1O,3.7%,.,1.7%
CC1CCN(S(=O)(=O)c2ccc3c(c2)CCN3C(=O)C2CCC2)CC1,0.4%,0.4%,-11.8%

More entries follow:
Molecule,TDP1 inh,FEN1 inhibitor,N370S GC
CC(=O)C1=NN(c2ccccc2)C2(S1)S/C(=C\c1ccccc1)C(=O)N2c1ccccc1 (configuration not stated),4.0%,5.7%,13.0%
CN(C)S(=O)(=O)c1cccc(NC(=O)CSc2nc3c(cc2C#N)C(=O)CC(C)(C)C3)c1,4.4%,0.3%,11.7%
CCOc1ccc(N(CC(=O)NCCSc2ccccn2)S(=O)(=O)c2ccc(Cl)cc2)cc1,2.0%,-1.0%,-3.4%
COCCN1C(=O)c2[nH]nc(-c3cc(C)ccc3O)c2C1c1ccc(C(C)C)cc1 (configuration not stated),9.8%,-8.3%,.
Cc1cc(=O)n(C)c(=O)n1CCCCCCN1CCCC1,.,6.7%,-1.7%
CCC(c1nnnn1Cc1ccco1)N(Cc1ccccc1OC)Cc1cc2cc(C)ccc2[nH]c1=O (configuration not stated),2.0%,-5.8%,-10.4%[2.35 µM]
COc1ccccc1C(CNC(=O)c1oc2ccccc2c1C)N1CCCC1 (configuration not stated),1.3%,-15.3%,.
COCCn1ccc2c(OCC(=O)Nc3c(C)cc(C)cc3C)cccc2c1=O,2.6%,17.5%,.
COc1cccc(C2=NOC(C(=O)NC(C)C)C2)c1 (configuration not stated),-4.0%,16.3%,-5.4%
CCCCCCC(O)(c1ccccc1)C(CN1CCOCC1)c1ccccc1 (configuration not stated),.,-1.2%,-29.1%
Cc1nnc(SCc2nnc(-c3cccs3)o2)s1,5.9%,9.1%,-0.2%
O=C(COc1ccccc1)Nc1nnc2n1CCS2,8.8%,-5.0%,.
NC(=O)C1CC(=O)N(c2ccc(OCc3ccc(Cl)cc3)cc2)C1 (configuration not stated),6.0%,-27.4%,2.3%
COc1ccc(N(CC(=O)Nc2ccc3c(c2)OCCO3)S(=O)(=O)c2cccc(C)c2)cc1,0.5%,3.2%,-9.8%
COc1ccc(S(=O)(=O)Nc2ccc(S(=O)(=O)N3CCCCC3)cc2)cc1C,2.9%,-17.3%,-11.3%
Clc1ccc(Nc2ccc(NCc3ccccc3)nn2)cc1,8.3%,-18.6%,-10.7%
O=C(Oc1ccccc1C(=S)N1CCCCC1)c1cc([N+](=O)[O-])cc([N+](=O)[O-])c1,-2.4%,-4.5%,3.7%
COc1cc2c(cc1OC)C(c1cc(Br)ccc1F)N(C(=O)CCl)CC2 (configuration not stated),.,-7.1%,-16.6%
COc1ccc(N2CCC(N3CCN(C)C(CCO)C3)CC2)cc1 (configuration not stated),.,-5.4%,-2.8%
COc1cc(N(C)C)c([N+](=O)[O-])cc1C(=O)NC(C)CNc1ccc([N+](=O)[O-])cc1Cl (configuration not stated),-1.1%,13.3%,4.3%
COc1ccc(NC(=S)Nc2ccccc2Cl)cn1,2.7%,18.0%,1.7%
Cc1csc(NC(=O)CSc2ccc3nnc(CCNS(=O)(=O)c4ccccc4)n3n2)n1,3.0%,8.3%,-12.3%
O=C(NCCc1ccc(Cl)cc1)c1ccc(S(=O)(=O)N2CCCC2)cc1,3.6%,10.7%,-2.9%
Fc1cc(Cl)ccc1NC(=S)NCCN1CCOCC1,0.0%,16.6%,-9.5%
Cc1ccc(S(=O)(=O)/N=C(/NC(=S)Nc2c(C)n(C)n(-c3ccccc3)c2=O)c2ccccc2)cc1,0.0%,15.7%,3.4%
O=C(Nc1cc(C(=O)N2CCN(c3ccccc3)CC2)ccc1Cl)c1cccs1,1.9%,-8.7%,.
O=C(NCc1ccc(F)cc1)c1ccc(CS(=O)(=O)Cc2ccc(F)cc2)o1,-1.9%,-2.1%,24.9%
CCCNC(=O)CCc1nnc2ccc(N3CCC(C)CC3)nn12,.,4.3%,-4.9%
Cn1c(COc2ccccc2)nnc1SCC(=O)NNC(=O)C1CCCCC1,3.0%,-0.2%,2.9%
CC(=O)NCCn1c(SCC(=O)OCc2ccccc2)nc2ccccc2c1=O,3.1%,-6.7%,12.3%
O=C(COc1ccc([N+](=O)[O-])cc1)NCc1ccncc1,5.5%,1.1%,-15.5%
